Screening data as filed in PubChem BioAssay.
LYPLA2 counter = counter-screen for PME1 inhibitors: inhibitors of human LYPLA2; recombinant LYPLA2, FP-Rh probe fluorescence polarization; inhibition, % at 5.9 µM; 320,000 compounds, 0.38% hits; AID 2177;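 active = inhibition above the screen-wide mean plus 3 SD, limit set per campaign, cut at about 26% in these data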;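 note: 0% = LYPLA2 with DMSO and 100% = wells lacking LYPLA2 enzyme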
PAFAH1B2 inh = inhibitors of human PAFAH1B2. AID 492953. recombinant PAFAH1B2, FP-rhodamine activity probe, fluorescence polarization. inhibition, % at 3.39 µM. 340,000 compounds, 1.2% hits;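 active = inhibition above the mean of all tested compounds plus 3 SD, cut at about 24% in these data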;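 note: 0% = enzyme with DMSO and 100% = wells lacking PAFAH1B2; many of its hits are not listed in these tables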
LYPLA1 counter = LYPLA1 (human) inhibition in PME1 counter-screen | O75608 | recombinant LYPLA1, FP-Rh probe fluorescence polarization | inhibition, % at 5.9 µM | 320,000 compounds, 0.16% hits | AID 2174;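 active = inhibition above the mean of all tested compounds plus 3 SD, set per campaign, cut at about 14% in these data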;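 note: inhibitors block serine hydrolase probe labeling of LYPLA1 so polarization falls; 0% = enzyme with DMSO and 100% = wells lacking LYPLA1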
Target sequence (O75608 whole entry, looked up): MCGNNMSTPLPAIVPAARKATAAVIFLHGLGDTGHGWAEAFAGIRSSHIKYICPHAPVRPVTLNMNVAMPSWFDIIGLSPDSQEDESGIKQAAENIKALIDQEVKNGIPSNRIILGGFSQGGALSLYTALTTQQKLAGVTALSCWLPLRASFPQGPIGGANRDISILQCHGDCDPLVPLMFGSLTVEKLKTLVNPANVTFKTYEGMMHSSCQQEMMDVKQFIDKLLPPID
GSTO1 counter = blocks human GSTO1 in RBBP9 counter-screen; inhibition, % at 5.96 µM; P78417; recombinant GSTO1, activity-based probe fluorescence polarization; 300,000 compounds, 1.1% hits;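 active = inhibition above the campaign mean inhibition plus 3 SD, cut at about 35% in these data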;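 note: 0% = GSTO1-1 with DMSO and 100% = wells lacking GSTO1-1 enzyme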
PME-1 primary = blocks human protein phosphatase methylesterase 1; recombinant PME-1, FP-Rh probe fluorescence polarization; inhibition, % at 5.9 µM; 320,000 compounds, 0.53% hits; AID 2130;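 active = inhibition above the campaign mean of all compounds plus 3 SD, cut at about 26% in these data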;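 note: competitive labeling of PME-1 active site by serine hydrolase directed probe; 0% = PME-1 with DMSO and 100% = wells lacking PME-1 enzyme; inhibitors block probe labeling so polarization falls and inhibition rises; many of its hits are not listed in these tables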
PAFAH1B3 inh = PAFAH1B3 (human) inhibition; inhibition, % at 3.39 µM; 340,000 compounds, 0.28% hits; Q15102; AID 492972; recombinant PAFAH1B3, FP-rhodamine probe, fluorescence polarization;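 active = inhibition above the screen-wide average of all tested compounds plus 3 SD, cut at about 25% in these data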;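 note: 0% = enzyme with DMSO only and 100% = wells lacking PAFAH1B3 protein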
PAD4 inh = blocks human protein arginine deiminase 4; Q9UM07; recombinant PAD4, RCA probe fluorescence polarization; inhibition, % at 6.36 µM; 330,000 compounds, 0.41% hits; AID 485272;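 active = percent inhibition above a cutoff equal to the mean of all tested compounds plus 3 SD, cut at about 15% in these data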;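 note: 0% = PAD4 with RCA probe and DMSO and 100% = probe without PAD4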
Target sequence (Q9UM07 whole entry, looked up): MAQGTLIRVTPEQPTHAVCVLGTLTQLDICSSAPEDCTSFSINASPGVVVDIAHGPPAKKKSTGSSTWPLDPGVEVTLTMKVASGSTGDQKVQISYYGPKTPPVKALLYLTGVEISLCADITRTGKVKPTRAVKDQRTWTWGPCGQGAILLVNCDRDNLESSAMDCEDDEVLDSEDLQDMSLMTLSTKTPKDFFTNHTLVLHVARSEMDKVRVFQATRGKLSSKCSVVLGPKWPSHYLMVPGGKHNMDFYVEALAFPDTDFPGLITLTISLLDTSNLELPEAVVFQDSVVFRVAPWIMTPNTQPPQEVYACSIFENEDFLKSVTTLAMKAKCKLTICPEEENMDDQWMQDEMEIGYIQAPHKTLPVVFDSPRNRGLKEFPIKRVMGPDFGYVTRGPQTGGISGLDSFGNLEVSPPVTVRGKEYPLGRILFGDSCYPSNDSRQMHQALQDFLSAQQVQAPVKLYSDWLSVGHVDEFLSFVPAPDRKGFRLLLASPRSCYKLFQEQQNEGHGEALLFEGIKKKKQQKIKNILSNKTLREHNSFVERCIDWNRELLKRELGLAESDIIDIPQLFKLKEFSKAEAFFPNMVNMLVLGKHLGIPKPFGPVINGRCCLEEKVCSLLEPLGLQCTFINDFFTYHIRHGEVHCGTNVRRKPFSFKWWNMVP
pPAFAH FP inh = pPAFAH (human) enzyme inhibition. AID 463082. recombinant pPAFAH, FP-rhodamine probe fluorescence polarization. 330,000 compounds, 1.5% hits. inhibition, % at 3.39 µM;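 active = inhibition above the mean inhibition across the screen plus 3 SD, cut at about 25% in these data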;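 note: inhibitors block binding of the rhodamine activity-based probe so polarization drops; 0% = enzyme with DMSO and 100% = wells lacking pPAFAH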
PREPL inhibitor = human PREPL enzyme inhibition; inhibition, % at 5.96 µM; AID 2751; 320,000 compounds, 0.68% hits; recombinant PREPL, fluorescence polarization activity-based probe; in the data active = inhibition above about 43%;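 note: 0% = enzyme with DMSO and 100% = wells lacking enzyme; many of its hits are not listed in these tables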
Starred values were filed as active, the others as inactive; / = no result given.

canonical_smiles	PAFAH1B2 inh	PAD4 inh	PREPL inhibitor	GSTO1 counter	LYPLA2 counter	LYPLA1 counter	PME-1 primary	PAFAH1B3 inh	pPAFAH FP inh
O=C(CCN1C(=O)c2ccc([N+](=O)[O-])cc2C1=O)Nc1ccc(O)cc1C(=O)O	3	-2	20	6	2	-2	4	4	-2
CC1C(=O)N2CCCc3cc(NC(=O)C4CCCCC4)cc1c32 (configuration not stated)	1	-3	8	-5	-4	-2	-1	2	-1
COc1ccccc1N1CCN(C(=O)/C=C/c2ccc(C)cc2)CC1	7	-3	5	-7	6	0	-1	9	8
Cc1ccc(C)c(S(=O)(=O)Nc2ccccc2C(=O)Nc2ccccc2N2CCOCC2)c1	4	0	2	-7	-2	-3	4	13	9
O=C(Nc1nnc(S(=O)(=O)N2CCCC2)s1)c1ccccc1F	0	-3	5	-25	-1	-3	2	-6	6
CC(C)C[C@H]1CN=C(Nc2ccccc2)N1CCCC1CCCCC1	-3	-2	-9	7	2	4	3	-1	3
O=C(NCc1cccs1)C1CCCN(C(=O)Nc2ccc(F)cc2)C1 (configuration not stated)	3	-2	-10	4	-3	0	-7	3	3
CC(C)CC(=O)NCCc1ccncc1	1	2	10	3	3	-2	1	0	0
O=C(/C=C/c1ccccc1)N/C(=C/c1ccccc1)C(=O)NCCCO	3	0	3	-2	-1	-2	-3	0	3
COC(=O)CCc1c(C)[nH]c(C(=O)OCc2ccccc2)c1C	1	7	16	11	5	3	-3	-1	7
O=C(CSc1nnc(CNC(=O)c2ccccc2)o1)Nc1nccs1	1	-3	8	7	5	3	-5	10	8
CCOc1ccccc1NC(=O)Cn1c(=O)oc2cc(Cl)ccc21	-1	0	10	2	0	2	0	9	2
O=S(=O)(Cc1ccccc1Cl)Nc1ccccn1	4	-2	3	-2	4	0	4	-1	3
Cc1ccc(CNC(=O)c2ccc(N3CCC4(CC3)CC(c3ccccc3)=NO4)c(NC(=O)c3c(Cl)cccc3Cl)c2)cc1	-6	-4	-1	-16	-18	-7	-16	-8	-5
CN(CC(=O)Nc1ccccc1Cl)C(=O)CSc1nnc(-c2ccco2)n1C	3	-1	-2	/	2	-1	2	9	-1
COC(=O)c1[nH]c2ccc(F)cc2c1NS(=O)(=O)c1ccc(OC)cc1OC	2	-4	2	-11	-1	-1	10	8	-4
COc1cccc(CN2CC(C(=O)NCc3ccc(C)c(F)c3)CCC2=O)c1 (configuration not stated)	5	3	-4	3	1	2	7	3	0
O=C(CCC(=O)N1CCOc2ccccc21)Nc1ccccc1Cl	0	1	2	2	0	-2	-3	-4	7
COc1ccc(N2C(=S)NC3c4cc(Cl)ccc4OC2(C)C3C(=O)N(C)C)cc1 (configuration not stated)	0	0	15	9	-7	-4	1	1	8
CS(=O)(=O)c1ccc(C(=O)OCC(=O)NNC(=O)COc2ccc(Cl)cc2)cc1	8	-2	0	1	8	-1	-1	10	-2
O=C(NC(=S)Nc1ccc2c(c1)OCCO2)c1ccccc1F	1	-4	-5	-5	7	2	-3	10	6
CNC(=O)N(O)C1N(/N=C/c2cccs2)C(=S)SC1(C)C (configuration not stated)	7	2	2	0	0	0	2	6	-1
CC(C)(C)c1ccc(-c2nnc(SCC(=O)Nc3sc4c(c3C#N)CCCC4)o2)cc1	3	-3	2	-4	-3	-2	-7	12	0
CN1CCc2c(sc3c2C(=O)NC(c2ccc(-c4cccc(Cl)c4)o2)N3)C1 (configuration not stated)	-1	-9	24	-11	-3	0	1	-1	17
CCOc1ccc(CNC(=O)Nc2ccccc2)cc1	3	3	0	-14	-2	0	6	2	-1
Clc1ccc(SCCCN2CCCCC2)cc1	13	1	7	-2	0	-2	-5	7	0
Cc1csc(NC(=O)COc2ccc3c(C)cc(=O)oc3c2)n1	-4	-2	2	5	-4	-3	-5	-2	-2
Cc1cccc(NC(=O)NNC(=O)c2cc(-c3ccccc3Cl)nc3ccccc23)c1	-2	-5	-25	-34	-31	-12	-22	-7	1
Cc1cc(NC(=O)CCCN2C(=O)/C(=C/c3cccs3)SC2=S)no1	4	-1	-1	3	1	3	-6	10	3
COc1ccc(NC(=O)CN2C(=O)N(C)Cc3ccccc32)c(C)c1	-2	0	1	4	-2	-3	5	-5	1

Other entries.
canonical_smiles	PAFAH1B2 inh	PAD4 inh	PREPL inhibitor	GSTO1 counter	LYPLA2 counter	LYPLA1 counter	PME-1 primary	PAFAH1B3 inh	pPAFAH FP inh
O=C(NC1CCCCC1)N1CCN(S(=O)(=O)c2ccc(F)cc2)CC1	7	0	13	6	2	0	-5	9	0
CCCCCCN1C=CC=C/C1=C/C=C(C#N)C#N	-3	-2	-5	-14	-4	3	7	13	2
COc1ccc(C(=O)Nc2ccc(NC(=O)c3cnccn3)cn2)cc1	-5	3	15	-1	8	-1	0	5	-1
CC1CCN(C(=O)c2ccc(NC(=O)c3cccs3)cc2)CC1	-2	2	1	4	1	-2	-4	11	-6
CC(C)[C@H](NC(=O)c1ccco1)C(=O)Nc1ccc(OC(F)F)cc1	6	-2	-5	-2	-2	-3	-6	3	3
COc1cc2c(cc1OC)C(c1cc3cc4c(cc3[nH]c1=O)OCO4)N(C(=O)C(C)C)CC2 (configuration not stated)	-6	2	5	4	-3	-2	-6	-3	3
O=C(CSc1nnc2ccccn12)NC(=O)Cc1ccccc1	4	6	-5	1	7	1	-3	6	3
CCCc1ccc(-c2cc(C(=O)NC3=NCCS3)c3ccccc3n2)cc1	-7	1	-1	-4	-4	-4	-4	-5	4
O=C(/C=C/c1cccs1)c1ccc(NC(=O)c2cccc(Br)c2)cc1	-5	-6	3	-18	-1	-15	7	-17	7
CCCn1c(SCC(=O)Nc2nnc(CC)s2)nnc1-c1ccco1	1	1	2	4	5	2	-3	4	0
CCC(C)(C)NC(=O)CN(C(=O)CCC(=O)Nc1nccs1)c1ccc2c(c1)OCCO2	-4	-1	6	4	0	0	-4	0	0
CSc1ccccc1NC(=O)CN(C)C(=O)c1ccc(-n2cccn2)cc1	0	-2	-3	/	0	1	3	8	2
CCS(=O)(=O)N1CCC(C(=O)Nc2cc([N+](=O)[O-])ccc2C)CC1	2	-8	-4	1	4	1	3	10	0
CC(=O)c1ccc(N2CCN(C(=O)[C@H](C)NC(=O)c3ccccc3Cl)CC2)cc1	6	1	-4	3	6	2	-1	10	4
O=C(O)C1CCCN1c1ncnc2c1oc1ccccc12 (configuration not stated)	3	3	14	-6	4	3	8	8	-4
CCOC(=O)c1[nH]c2ccccc2c1NC(=S)Nc1cc(C)ccc1C	1	4	-3	2	0	4	4	-4	-3
Cc1ccc(C)c(N2CCN(S(=O)(=O)c3ccc4c(c3)C(C)(C)C(=O)N4C)CC2)c1	1	-5	-2	0	6	-1	4	9	3
COc1cccc2c(=O)n(CC(=O)Nc3cccc(F)c3)ccc12	-3	2	-5	0	0	-2	-3	2	1
COc1ccc(NC(=O)CN(C)C2CCCCC2)cc1Cl	8	1	-10	-1	2	3	-2	3	1
C=CCn1c(SCCOC)nc2c1c(=O)[nH]c(=O)n2C	3	0	3	9	1	1	-2	6	2
Cc1ccccc1Nc1c(-c2ccccn2)nc2ccccn12	6	-1	23	4	2	2	2	3	21
Cc1nc(N(C)Cc2ccccc2)c2nnn(Cc3ccccc3)c2n1	-4	0	13	5	7	0	1	4	2
Cc1nnc(SCC(=O)c2ccc(Br)cc2)s1	4	-1	0	15	5	2	-1	4	4
CCOc1ccc(-c2nnc3ccc(SCC(=O)NCc4ccco4)nn23)cc1	1	7	15	2	11	2	7	-2	1

Among those listed so far, seven contain two or more sulfur atoms:
canonical_smiles	PAFAH1B2 inh	PAD4 inh	PREPL inhibitor	GSTO1 counter	LYPLA2 counter	LYPLA1 counter	PME-1 primary	PAFAH1B3 inh	pPAFAH FP inh
O=C(Nc1nnc(S(=O)(=O)N2CCCC2)s1)c1ccccc1F	0	-3	5	-25	-1	-3	2	-6	6
O=C(CSc1nnc(CNC(=O)c2ccccc2)o1)Nc1nccs1	1	-3	8	7	5	3	-5	10	8
CNC(=O)N(O)C1N(/N=C/c2cccs2)C(=S)SC1(C)C (configuration not stated)	7	2	2	0	0	0	2	6	-1
CC(C)(C)c1ccc(-c2nnc(SCC(=O)Nc3sc4c(c3C#N)CCCC4)o2)cc1	3	-3	2	-4	-3	-2	-7	12	0
Cc1cc(NC(=O)CCCN2C(=O)/C(=C/c3cccs3)SC2=S)no1	4	-1	-1	3	1	3	-6	10	3
CCCn1c(SCC(=O)Nc2nnc(CC)s2)nnc1-c1ccco1	1	1	2	4	5	2	-3	4	0
Cc1nnc(SCC(=O)c2ccc(Br)cc2)s1	4	-1	0	15	5	2	-1	4	4

Exported with values under each structure: part of the list above
Sequence of screens – PAFAH1B2 inh | PAD4 inh | PREPL inhibitor | GSTO1 counter | LYPLA2 counter | LYPLA1 counter | PME-1 primary | PAFAH1B3 inh | pPAFAH FP inh
CCCn1c(SCC(=O)Nc2nnc(CC)s2)nnc1-c1ccco1
  1 | 1 | 2 | 4 | 5 | 2 | -3 | 4 | 0
CCC(C)(C)NC(=O)CN(C(=O)CCC(=O)Nc1nccs1)c1ccc2c(c1)OCCO2
  -4 | -1 | 6 | 4 | 0 | 0 | -4 | 0 | 0

An excerpt (hit frequency here may not be typical).
